# GPT2 inhibitor = inhibitors of human GPT2 alanine aminotransferase | Recombinant GPT2, coupled pyruvate oxidase/HRP Amplex Red fluorescence | 100,000 tested, 0.25% active | Potency, µM (titrated, usually from 57.7 µM), without a hit: at the highest dose activity change, negative = inhibition, most hits filed as inhibitors | Q8TD30; further: potency means the concentration at half of the fitted maximal effect; nearly all actives have a fitted effect of over 60% in size; many of its hits are not listed in these tables
# Target sequence (Q8TD30 whole entry, looked up): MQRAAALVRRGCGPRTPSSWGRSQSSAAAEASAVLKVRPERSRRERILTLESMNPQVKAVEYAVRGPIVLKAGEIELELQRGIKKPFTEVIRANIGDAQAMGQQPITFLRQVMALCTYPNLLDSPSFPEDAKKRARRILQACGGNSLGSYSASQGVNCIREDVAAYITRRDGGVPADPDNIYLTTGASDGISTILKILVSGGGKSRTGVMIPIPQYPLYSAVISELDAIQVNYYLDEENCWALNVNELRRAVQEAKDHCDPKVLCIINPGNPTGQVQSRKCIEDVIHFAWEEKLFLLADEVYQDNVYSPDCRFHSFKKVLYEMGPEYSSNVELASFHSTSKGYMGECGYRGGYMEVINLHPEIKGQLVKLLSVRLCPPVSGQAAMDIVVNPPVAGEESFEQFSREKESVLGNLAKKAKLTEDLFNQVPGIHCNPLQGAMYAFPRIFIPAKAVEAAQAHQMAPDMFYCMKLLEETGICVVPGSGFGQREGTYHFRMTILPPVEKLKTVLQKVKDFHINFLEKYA
#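 Recombinant GPT2 (10ng/uL) with 250uM a-KG and 2mM L-alanine, 30 min at room temperature, in HEPES pH 7.5 buffer. Pyruvate detected by pyruvate oxidase/HRP/Amplex Red fluorescence after 30 min in the dark; AOA (50uM) as positive control.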
# 3T3 cytotox = kills NIH 3T3 cells; NIH 3T3 viability, CellTiter-Glo ATP luminescence, 48-72 h; Potency, µM (titrated, usually from 96.7 µM), for inactives: top-dose activity change, negative = cytotoxicity, usual class: inhibitors; 94,000 tested, 4.3% active; AID 1345082; further: potency means the concentration at half of the fitted maximal effect; nearly all actives have a fitted effect of over 55% in size
#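 Luminescent ATP readout (CellTiter-Glo, 10 min RT) after 48 or 72 hr compound exposure of NIH 3T3 cells seeded at 400 cells/well in 1536-well format; quantitative HTS.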
# SNCA expr inhib = SNCA gene expression inhibition; HEK-293 SNCA-luciferase knock-in, luminescence, 24 h; Potency, µM (highest dose often 57.2 µM), for inactives: at the top dose activity change, negative = inhibition, actives largely listed as inhibitors; 140,000 tested, 0.17% active;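 further: potency means the concentration at half of the fitted maximal effect; plate controls were DMSO cells for no effect and cell-free wells for full effect; nearly all actives have a fitted effect of over 45% in size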
# HEK293 tox = kills HEK 293 cells; HEK 293 viability, ATP luminescence (CellTiter-Glo), 48-72 h; Potency, µM (doses to about 115 µM), inactives show top-dose activity change, negative = cytotoxicity, most hits filed as inhibitors; 94,000 tested, 6.6% active; AID 1345083; further: potency means the concentration at half of the fitted maximal effect; nearly all actives have a fitted effect of over 60% in size
#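 250 HEK 293 cells/well; compound by pintool; incubated 48 or 72 hr at 37 degree Celsius; CellTiter-Glo added, 10 min RT, luminescence imaged.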
# IP6K1 inh = IP6K1 kinase inhibition; Q92551; IP6K1 kinase, ADP-Glo luminescence, 2 h; hits give low values; activity change, % (series mostly up to about 58 µM); 140,000 tested, 0.81% active; AID 1645851; in the data active means activity change below about -25%
# Target sequence (Q92551 whole entry, looked up): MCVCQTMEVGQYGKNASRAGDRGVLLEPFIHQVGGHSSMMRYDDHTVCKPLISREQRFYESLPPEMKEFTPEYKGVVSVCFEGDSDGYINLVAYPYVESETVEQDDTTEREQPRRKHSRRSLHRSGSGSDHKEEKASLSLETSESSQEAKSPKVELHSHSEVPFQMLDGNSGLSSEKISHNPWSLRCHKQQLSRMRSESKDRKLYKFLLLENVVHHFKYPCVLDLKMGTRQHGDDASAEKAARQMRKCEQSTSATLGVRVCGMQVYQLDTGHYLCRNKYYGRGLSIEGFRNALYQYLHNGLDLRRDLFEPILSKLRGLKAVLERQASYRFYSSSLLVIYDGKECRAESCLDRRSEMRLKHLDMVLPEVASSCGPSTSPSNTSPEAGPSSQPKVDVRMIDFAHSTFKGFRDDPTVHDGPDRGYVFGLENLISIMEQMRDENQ
#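 ADP-Glo luminescence measures ADP made by human IP6K1 during a 2 h RT reaction with ATP/IP6 (mix at 1.3 mM/130 uM); top library doses 57.5 and 19.1 uM final.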
# Luciferase inh = Photinus pyralis luciferase inhibition. 76,000 tested, 2.5% active. purified P. pyralis luciferase, luminescence, biochemical. Potency, µM (top dose mostly 115 µM), inactives show at the highest dose activity change, negative = inhibition, actives largely listed as inhibitors. P08659; further: potency means the concentration at half of the fitted maximal effect; nearly all actives have a fitted effect of over 65% in size
#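 Luminescence read by CCD imager after adding enzyme (10nM final) to wells holding compound, titrated in qHTS. Substrates 10uM each D-luciferin and ATP; buffer 50mM Tris acetate pH 7.5, 10mM Mg acetate, Tween-20, BSA.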
# HEK293 viab = reduces viability of HEK-293 SNCA reporter cells | 150,000 tested, 0.12% active | Potency, µM (series often up to 57.1 µM), for the others: at the highest dose activity change, negative = cytotoxicity, hits mostly cytotoxic | HEK-293-SNCA-luc viability, GF-AFC fluorescence, 24 h;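 further: potency means the concentration at half of the fitted maximal effect; 0% = DMSO-treated cells and -100% = medium-only wells without cells; nearly all actives have a fitted effect of over 30% in size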
#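 HEK-293-SNCA-luc cells (1500/well) plated 24 h, then exposed 24 h to a dilution series; GF-AFC added 30 min at 37C, fluorescence 405/540 nm; normalised to medium-only and DMSO wells, Hill fit.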
# The depositor's hits bear a star; i = inactive; u = inconclusive; x = no result given; & = joins results of further samples; [ ] = remark or other dose. Unless noted, the call rests on the fitted dose curve; in most records, active means well fitted curve in the direction sought with a large enough effect; inconclusive means small, poorly fitted or top-dose-only effect, or another doubt; inactive means no such curve, though single readings can be large; an effect the other way counts as inactive or inconclusive. Unless noted, on the % scale 0 is the no-effect control and ±100 the full control effect. The list is partial; count on the stated rates, not on these rows.
# The opening 2 entries, ahead of the listing:
structure	GPT2 inhibitor	3T3 cytotox	SNCA expr inhib	HEK293 tox	IP6K1 inh	Luciferase inh	HEK293 viab
CCCNCCOc1ccc(NC(=O)c2c[nH]c3c2C(=O)CCC3)cc1F	i	x	x	x	3	x	-32%
CCCCOC(=O)c1ccc(N)cc1	3%	x	-17%[25.6 µM]	x	5	x	19%[23.9 µM]

# Main list, previewed entries included:
structure	GPT2 inhibitor	3T3 cytotox	SNCA expr inhib	HEK293 tox	IP6K1 inh	Luciferase inh	HEK293 viab
CCCNCCOc1ccc(NC(=O)c2c[nH]c3c2C(=O)CCC3)cc1F	i	x	x	x	3	x	-32%
CCCCOC(=O)c1ccc(N)cc1	3%	x	-17%[25.6 µM]	x	5	x	19%[23.9 µM]
Cc1nc(C)c(-c2ccc(C3CCC(CC(=O)O)CC3)cc2)nc1C(N)=O (configuration not stated)	i	x	x	x	-12	x	1%
Cc1nc2c([nH]1)c(=O)n(C)c(=O)n2Cc1ccco1	-12%	x	30%[activator]	x	-17	x	u
O=c1[nH]c(-c2ccc(C(F)(F)F)cc2)nc2c1CSCC2	-10%	x	15%	x	-8	x	-28%&0%
Cc1cc(Cl)ccc1NC(=O)Cn1nc(C)c2c(C)n(-c3ccccc3)nc2c1=O	x	x	-21%	x	-1	x	4%
O=C(O)c1c(O)c(-c2ccccc2)nc2ccccc12	i	x	-34%[25.6 µM]	x	-11	x	3%[23.9 µM]
CCN1C(=O)C(CC(=O)NCCOC)Sc2ncccc21 (configuration not stated)	-3%	2%	-18%	-3%	-4	8%	2%
C[C@@H]1C[C@H]2[C@@H]3C[C@H](F)C4=CC(=O)C(Cl)=C[C@]4(C)[C@@]3(F)[C@@H](O)C[C@]2(C)[C@@]1(O)C(=O)CO	-2%	x	36%[25.6 µM]	x	18	x	4%[23.9 µM]
Cc1c(C(C)C)c(=O)n(-c2ccccc2)n1C	-6%	x	-21%[25.6 µM]	x	21	x	1%[23.9 µM]
COc1ccc(Cn2c(CCC(=O)Nc3cccc(OC)c3)nc3cccnc32)cc1	x	x	u	x	-4	x	-2%
CC(C)(F)CC(NC(c1ccc(-c2ccc(S(C)(=O)=O)cc2)cc1)C(F)(F)F)C(=O)NC1(C#N)CC1 (configuration not stated)	i	x	x	x	13	x	-3%
Cc1cc(NC(=O)C2CCN(S(=O)(=O)c3ccc4[nH]c(=O)oc4c3)CC2)ccc1Br	x	x	-20%	x	-3	x	-25%
Cc1nc(C#Cc2ccnc(Cl)c2)c(C)n1-c1ccc(F)cc1	-7%	x	x	x	-7	x	8%
C=CC(=O)Nc1cc2c(Nc3ccc(F)c(Cl)c3)ncnc2cc1OCCCN1CCOCC1	1%	x	17%	x	6	x	-23%
COC(=O)c1ccccc1C(=O)c1ccc(OCCN2CCCCC2)cc1	i	x	-37%[25.6 µM]	x	26	x	4%[23.9 µM]
CCCc1cc(C)[nH]c(=O)c1CNC(=O)c1cc(-c2ccc(N3CCN(C(C)C)CC3)nc2)cc2c1cnn2C(C)C	3%	x	x	x	5	x	-40%
CCCCOc1ccc(-c2cncc(C(=O)NCc3cccnc3N3CCOCC3)c2)cc1Cl	2%	x	x	x	3	x	-27%
CCC[C@H](N[C@H]1CCc2cc(F)cc(F)c2C1)C(=O)Nc1cn(C(C)(C)CNCC(C)(C)C)cn1	3%	x	x	x	11	x	-34%
CCC(C)c1ccc(NC(=O)Cn2cnc3c2c(=O)n(C)c(=O)n3C)cc1 (configuration not stated)	u	x	x	x	12	x	-8%
CCOc1ccccc1NC(=O)CSc1nc2ccccc2c2nc(CCn3cncc3C)nn12	x	x	-20%	x	-4	x	u
COC(c1ccccc1)(c1ccccc1)[C@H](Oc1nc(C)cc(C)n1)C(=O)O	2%	x	u	x	4	x	-2%
CN1CCN(c2c(F)cc3c(=O)c(C(=O)O)cn4c3c2SCC4)CC1	-5%	x	-11%[25.6 µM]	x	16	x	-9%[23.9 µM]
CN1CCC(=C2c3ccccc3CC(=O)c3sccc32)CC1	-10%	x	-13%	x	-4	x	-7%
Cc1cc(-c2ncc(CC(=O)Nc3ccc(-c4cnccn4)cn3)cc2C)ccn1	-3%	x	16%	x	0	x	-16%&6%
COc1cc2nccc(Oc3ccc(NC(=O)Nc4cc(C)on4)c(Cl)c3)c2cc1OC	u	x	-24%	x	22	x	-18%&-2%
CC(=O)c1cnc2ccc(-c3cc(Cl)c(O)c(Cl)c3)nc2c1NC1CCC(CN(C)C)CC1 (configuration not stated)	1%	x	0.027µM*	x	-10	x	u
Clc1ccc2c(c1)C1=NCCN1c1c(-c3noc(C4CC4)n3)ncn1-2	u	x	x	x	1	x	-12%
CN1CC[C@@H](c2c(O)cc(O)c3c(=O)cc(-c4ccc(C(F)(F)F)cc4Cl)oc23)[C@@H]1CO	i	x	x	x	-5	x	-17%
O=C(NC1CCNCC1)c1[nH]ncc1NC(=O)c1c(Cl)cccc1Cl	i	x	u	x	x	x	u
COc1cc([C@@H]2c3cc4c(cc3[C@H](O)[C@@H](CO)[C@@H]2C(=O)NC2CCCC2)OCO4)cc(OC)c1OC	i	u	-15%	u	5	-10%	-12%
Cc1cccc(C)c1NC(=O)c1cc(S(N)(=O)=O)c(Cl)cc1O	-1%	x	85%[activator][25.6 µM]	x	2	x	-4%[23.9 µM]
CN1CCN(C(=O)C2CCCCC2)CC1	0%	x	24%[25.6 µM]	x	6	x	-1%[23.9 µM]
Cc1ccc(Cc2c(C)nc3c(-c4ccccc4)c(C)[nH]n3c2=O)cc1	x	x	u	x	-11	x	-1%
N#C/C(=C1\SCC(c2ccccc2Cl)S1)n1ccnc1 (configuration not stated)	-11%	x	-36%[25.6 µM]	x	21	x	-4%[23.9 µM]
CNC(=O)c1ccc(C)c(-n2c(C)cc(OCc3ccc(F)cc3F)c(Br)c2=O)c1	2%	x	u	x	-7	x	3%&-15%
CCN1CC(CCN2CCOCC2)C(c2ccccc2)(c2ccccc2)C1=O (configuration not stated)	4%	x	-34%[25.6 µM]	x	9	x	-4%[23.9 µM]
Cc1oncc1C(=O)Nc1ccc(C(F)(F)F)cc1	-6%&-2%&-3%	x	-22%	x	30	x	0%
O=C(CN1C(=O)C2(CCCC2)NC[C@H]1c1cc(F)cc(F)c1)Nc1ccc2c(c1)C[C@@]1(C2)C(=O)Nc2ncccc21	i	x	-10%	x	x	x	-16%
O=c1cc(N2CCOCC2)nc2c3ccccc3ccn12	4%	x	x	x	-10	x	-8%
CN1CCN(CCCN2c3ccccc3Sc3ccc(S(=O)(=O)N(C)C)cc32)CC1	i	x	3%[25.6 µM]	x	3	x	7%[23.9 µM]
CC(C)[C@@H]1C(=O)N(S(C)(=O)=O)[C@@H]2CCN(C(=O)/C=C/CN3CCCCC3)[C@H]21	-8%	x	x	x	0	x	3%
NC(=O)c1ccc(-c2nc(-c3ccc4c(c3)OCO4)c(-c3ccccn3)[nH]2)cc1	-16%	x	-28%	x	x	x	6%
O=C(NCCN1CCOCC1)c1ccc(Cl)cc1	0%&-2%	x	u	x	6	x	7%
O=C(NCC(=O)N1CC[C@H](NC2CCC(O)(c3ccc(-c4ncccn4)cn3)CC2)C1)c1cccc(C(F)(F)F)c1 (some centres not stated)	i	x	x	x	-4	x	6%
O=C(O)CCCCCCCC(=O)O	3%	x	4%	x	-5	x	-8%
CCOc1ccc(NC(=S)N2CCC(C(O)(c3ccccc3)c3ccccc3)CC2)cc1	2%	x	x	x	-8	x	-9%
Nc1ccc(S(=O)(=O)NCc2ccccc2)cc1	2%	x	3%[25.6 µM]	x	2	x	69%[23.9 µM]
CCCSc1nc(N[C@@H]2C[C@H]2c2ccc(F)c(F)c2)c2nnn([C@@H]3C[C@H](OCCO)[C@@H](O)[C@H]3O)c2n1	i	x	x	x	5	x	u
O=C(CN1C(=O)C2(CCCC2)NCC1c1cc(F)cc(F)c1)Nc1ccc2c(c1)CC1(C2)C(=O)Nc2ncccc21 (configuration not stated)	i	x	x	x	9	x	-7%

# Entries of single compounds from above. Order of screens: GPT2 inhibitor, 3T3 cytotox, SNCA expr inhib, HEK293 tox, IP6K1 inh, Luciferase inh, HEK293 viab
# `Nc1ccc(S(=O)(=O)NCc2ccccc2)cc1` is listed as 2%, x, 3%[25.6 µM], x, 2, x, 69%[23.9 µM]
# `O=C(NCC(=O)N1CC[C@H](NC2CCC(O)(c3ccc(-c4ncccn4)cn3)CC2)C1)c1cccc(C(F)(F)F)c1` (some centres not stated) is listed as i, x, x, x, -4, x, 6%
# `O=C(CN1C(=O)C2(CCCC2)NCC1c1cc(F)cc(F)c1)Nc1ccc2c(c1)CC1(C2)C(=O)Nc2ncccc21` (configuration not stated) is listed as i, x, x, x, 9, x, -7%
# `O=C(CN1C(=O)C2(CCCC2)NC[C@H]1c1cc(F)cc(F)c1)Nc1ccc2c(c1)C[C@@]1(C2)C(=O)Nc2ncccc21` is listed as i, x, -10%, x, x, x, -16%
# `O=C(O)CCCCCCCC(=O)O` is listed as 3%, x, 4%, x, -5, x, -8%

# Next part
# Assay codes: A = GPT2 inhibitor; B = 3T3 cytotox; C = SNCA expr inhib; D = HEK293 tox; E = IP6K1 inh; F = Luciferase inh; G = HEK293 viab
c1ccc(CNCCNCc2ccccc2)cc1
  A = i | B = x | C = -9%[25.6 µM] | D = x | E = 0 | F = x | G = -9%[23.9 µM]

CO[C@@H](C(=O)N1Cc2[nH]nc(NC(=O)c3ccc(N4CCN(C)CC4)cc3)c2C1)c1ccccc1
  A = 4% | B = x | C = u | D = x | E = x | F = x | G = u

C[C@@H]1O[C@@H](O[C@H]2[C@H](O[C@H]3[C@H](O[C@H]4CC[C@@]5(C)C(CC[C@]6(C)C5CC=C5[C@@H]7CC(C)(C)C[C@@H](O)[C@]7(C)CC[C@]56C)[C@@]4(C)CO)O[C@H](C(=O)O)[C@@H](O)[C@@H]3O)O[C@H](CO)[C@H](O)[C@@H]2O)[C@H](O)[C@H](O)[C@H]1O (some centres not stated)
  A = 5%[17.1 µM] | B = x | C = x | D = x | E = 2 | F = x | G = -17%[12.5 µM]

N#CNC(=NCCCCCCOc1ccc(Cl)cc1)Nc1ccncc1
  A = -3% | B = x | C = -20% | D = x | E = x | F = x | G = -11%

# Source: PubChem
